CHT allo act: human CHT allosteric activation; AID 488977; 310,000 compounds, 0.49% hits; CHT-expressing cells, membrane potential dye, choline EC20; hits give high values; LV-AA mutant CHT in HEK293 cells; Q9GZV3; B-score at 10 µM;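 active means initial fluorescence not abnormally high and integrated response B-score, plate-corrected, over 3 SD above library mean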
Target sequence (Q9GZV3 whole entry, looked up): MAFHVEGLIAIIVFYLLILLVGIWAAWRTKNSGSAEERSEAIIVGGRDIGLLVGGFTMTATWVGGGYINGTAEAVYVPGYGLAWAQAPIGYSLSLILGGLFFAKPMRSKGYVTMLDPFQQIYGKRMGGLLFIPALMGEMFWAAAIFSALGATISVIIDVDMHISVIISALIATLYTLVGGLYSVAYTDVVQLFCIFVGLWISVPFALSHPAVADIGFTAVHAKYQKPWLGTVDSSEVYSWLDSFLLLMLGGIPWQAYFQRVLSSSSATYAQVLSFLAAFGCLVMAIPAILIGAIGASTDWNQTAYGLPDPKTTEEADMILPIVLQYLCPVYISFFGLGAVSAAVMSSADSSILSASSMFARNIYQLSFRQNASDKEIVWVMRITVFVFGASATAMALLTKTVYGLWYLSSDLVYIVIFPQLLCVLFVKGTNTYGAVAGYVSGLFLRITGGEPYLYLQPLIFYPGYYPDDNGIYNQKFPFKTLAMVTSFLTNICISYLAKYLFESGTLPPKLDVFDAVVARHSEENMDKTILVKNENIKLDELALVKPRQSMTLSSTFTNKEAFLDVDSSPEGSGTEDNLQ
CHT inh: inhibitors of human choline transporter CHT; Q9GZV3; CHT-expressing cells, membrane potential dye, choline response; hits give low values; B-score at 10 µM; 310,000 compounds, 0.86% hits; AID 488975;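 active means B-score over 3 SD under the library average, and starting fluorescence ratio not unusually high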;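 further: choline stimulus applied at its EC90 after an EC20 pre-addition; B-score computed on integrated fluorescence ratio after choline addition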
* marks the source's active call; other numbers are inactive results; i = inactive.

nr | SMILES | CHT allo act | CHT inh
1 | CCCNc1nc2c(c(=O)n(C)c(=O)n2C)n1Cc1cccc(C)c1 | i | i
2 | CCOc1ccc(CCNC(=O)COC(=O)COc2cc(C)cc(C)c2)cc1OCC | i | i
3 | CCOc1cc(-c2noc(CCC(=O)Nc3cccnc3)n2)ccc1OC | i | i
4 | Cc1cccnc1NC(=S)Nc1ncccc1C | i | i
5 | O=C1CCC/C(=N\NC(=O)c2ccc(COc3cccc4cccnc34)cc2)C1 | i | i
6 | CCOC(=O)c1sc2ncn(CC(=O)NCC3CCCO3)c(=O)c2c1C (configuration not stated) | i | i
7 | COc1ccc(NC(=O)CSc2ccc(NC(C)=O)cc2)cc1S(=O)(=O)N1CCCCC1 | i | i
8 | Cc1ccc(S(=O)(=O)N2CCN(S(=O)(=O)N3CCCCC3)CC2)cc1C | i | i
9 | CCO[C@@H]1OC(C(=O)N2CCOCC2)=C[C@H](C2CC2)[C@H]1CCCO | i | i
10 | Cc1ccc2c(n1)sc1c(-c3ccccc3)c(C#N)c(N)nc12 | i | i
11 | CC(C)NC(=O)c1nn(C)c2ccccc12 | i | i
12 | Cc1noc(COc2ccccc2OCC(N)=O)c1Cl | i | i
13 | O=C(O)C1CC=CCC1C(=O)Nc1ccccc1C(=O)N1CCN(c2ccccc2)CC1 (configuration not stated) | i | i
14 | Cc1ccc(S(=O)(=O)Nc2nc(C)c(C(=O)NNS(=O)(=O)c3ccccc3)s2)cc1 | i | i
15 | O=C1CC(N2CCN(c3ccccc3)CC2)C(=O)N1c1ccc(Cl)cc1 (configuration not stated) | i | i
16 | c1ccc(C2=NNC(=NC3CC3)SC2)cc1 | i | i
17 | Cc1nc(N)sc1C(=O)N/N=C/c1ccccc1[N+](=O)[O-] | i | i
18 | COc1cccc(NC(=O)Cn2cc(C(=O)C3CC3)c3ccccc32)c1 | i | i
19 | CN(C)CCNC(=O)C(C(=O)c1ccccc1)n1ccccc1=O (configuration not stated) | i | i
20 | Cc1ccc(-n2c(N)cc(=O)nc2SCC(=O)N2CCN(c3ccccc3)CC2)cc1 | i | i
21 | OCC[C@H]1C[C@H](O)[C@@H](O)[C@@]2(CCCc3ccccc3O2)O1 | i | i
22 | CSC1=N/C(=C\c2ccccc2F)C(=O)S1 | i | i
23 | Cc1nn(CC(=O)NCCc2ccc(Cl)cc2)c(C)c1[N+](=O)[O-] | i | i
24 | CCc1ccc2nc(NC(=O)Cn3cnc4ccccc4c3=O)sc2c1 | i | i
25 | COCC(C)n1c(C)cc(C(=O)CN2C(=O)NC(Cc3c[nH]c4ccccc34)C2=O)c1C (configuration not stated) | i | i
26 | Cc1ccc(Sc2ccc(CN3CCCC3)cc2[N+](=O)[O-])cc1 | i | i
27 | CCCCC(=O)Nc1nnc(/C=C/c2ccc(OC)cc2)s1 | i | i
28 | O=C(Cn1cnc2c(nnn2Cc2ccc(F)cc2)c1=O)Nc1cccc(F)c1 | i | i
29 | COc1ccc(CN2C(=NC(=O)CCc3ccccc3)SC3CS(=O)(=O)CC32)cc1 (configuration not stated) | i | i
30 | CC(=O)Nc1ccc(Nc2cc(C)c3ccccc3n2)cc1 | i | -6.4*
31 | CS(=O)(=O)c1nc(-c2ccco2)cc(C(F)(F)F)n1 | i | i
32 | Cc1ccc(S(=O)(=O)N2CCN(S(=O)(=O)N3CCOCC3)CC2)cc1C | i | i
33 | COC(=O)CN1C(=O)[C@H]2[C@@H](c3ccc(C)o3)N3C(=O)CN(CCO)C(=O)[C@@]3(C)[C@H]2C1=O | i | i
34 | O=C(Cc1ccc(Cl)cc1)Nc1cc(Cl)ccn1 | i | i
35 | COc1cc(OC)c(C(=O)/C=C/c2ccc(OCc3ccccc3)c(OC)c2)c(OC)c1 | i | i
36 | O=C(CSc1nn(-c2ccccc2)c(=S)s1)Nc1ncccn1 | i | i
37 | O=C(Nc1cccnc1)c1ccc(S(=O)(=O)c2ccc(Cl)cc2)cc1 | i | i
38 | c1ccc2c(c1)OCC(c1nn3cnnc3s1)O2 (configuration not stated) | i | i
39 | Cc1ccccc1C(=O)N1CCN(c2ccc(NC(=O)Cc3ccccc3)cc2)CC1 | i | i
40 | Cc1cc(C)c(NC(=O)Cn2c(=O)c3cccn3c3ccccc32)c(C)c1 | i | i
41 | COc1c(C(C)C)oc2cc3oc(=O)ccc3cc12 | i | i
42 | COc1ccccc1CC(=O)Nc1cc2oc3ccccc3c2cc1OC | i | i
43 | O=C(NC(=S)Nc1ncc(Br)cc1Br)c1cncc(Br)c1 | i | i
44 | CCC(=O)c1cn(CC(=O)Nc2ccc(C)cc2C)c2ccccc12 | i | i
45 | O=C(COc1ccc(Oc2ccccc2)cc1)NCc1cn2ccccc2n1 | i | i
46 | O=C(OCc1nc2scc(-c3ccccc3)c2c(=O)[nH]1)c1cc(Cl)ccc1[N+](=O)[O-] | i | i
47 | COc1cc(C(=O)N(CCCO)Cc2cc3ccc(C)c(C)c3[nH]c2=O)cc(OC)c1OC | i | i
48 | CC1Cc2ccccc2N1C(=O)CCS(=O)(=O)c1cccc2nonc12 (configuration not stated) | i | i
49 | O=C(c1cc(-c2cccs2)on1)N1CCCc2ccccc21 | i | i
50 | O=C(Nc1ccc2c(c1)C(=O)NC2=O)c1ccccc1 | i | i
51 | O=C(NN=C(Cc1ccccc1)Cc1ccccc1)c1ccccc1F | i | i
52 | O=C(COc1ccccc1F)Nc1ccc(S(=O)(=O)Nc2nccs2)cc1 | i | i
53 | COC(=O)C1=C(C)NC(=O)NC1c1ccc(OC(=O)c2ccco2)cc1 (configuration not stated) | i | i
54 | COc1cc(OC)cc(C(=O)NCCNC(=O)c2ccccn2)c1 | i | i
55 | COC(=O)c1ccc(COC(=O)CCC(=O)c2cccs2)cc1 | i | i
56 | Cc1ccc(C(=O)CSc2nc3c([nH]2)c(=O)n(C)c(=O)n3C)cc1 | i | i
57 | C/C(CC(=O)Nc1cc(C)ccn1)=N\NC(=O)c1cccc(C)c1 | i | i
58 | N#CCCn1cc(C(=O)Nc2ccccc2Br)c(-c2cc3ccccc3o2)n1 | i | i
59 | O=C1CCN(Cc2ccccc2)CCN1CCSc1ccccc1 | i | i
60 | CCCN(CCC)CC(O)COc1ccccc1C(=O)Nc1ccccc1 (configuration not stated) | i | i

Later entries:
nr | SMILES | CHT allo act | CHT inh
61 | COc1ccc(Cl)cc1-c1nc(SCC(=O)N(C)CCC#N)n[nH]1 | i | i
62 | Cc1ccc(S(=O)(=O)N2CCN(C(=O)CCC(=O)NCCc3ccc(S(N)(=O)=O)cc3)CC2)c(C)c1 | i | i
63 | NCCCCCc1nnc(SCC(=O)Nc2cccc(Cl)c2)o1 | i | i
64 | CC1CCN(S(=O)(=O)c2cccc(S(=O)(=O)N3CCCC3)c2)CC1 | i | i
65 | O=C(NCCN1CCOCC1)c1sc2ccccc2c1Cl | i | i
66 | O=C(NC1CCCCCC1)C1Cc2ccccc2CN1C(=O)c1ccco1 (configuration not stated) | i | i
67 | CCOC(=O)c1cc2occc2n1Cc1ccc(F)cc1 | i | i
68 | CCOc1ccc(N2C(=O)CC(N(CCc3ccc(OC)c(OC)c3)C(=S)Nc3ccccc3)C2=O)cc1 (configuration not stated) | i | i
69 | NC(=O)N/N=C/c1ccc2cccc(OCc3ccccc3)c2n1 | i | i
70 | CCC1CCCCN1CCCNC(=O)c1ccc2nc(N3CCCCC3)sc2c1 (configuration not stated) | i | i
71 | C=CCn1c(SCC(=O)NC2CCS(=O)(=O)C2)nc2sc(CC)cc2c1=O (configuration not stated) | i | i
72 | Cn1c(=O)c2c(c3ccccc31)OC(C)(C)CC2 | i | i
73 | NC(=O)[C@@H]1CCCN1Cc1nc(Cc2cccc(C(F)(F)F)c2)no1 | i | i
74 | O=C(Nc1cccnc1Cl)c1cc(-c2ccc(Cl)cc2)on1 | i | i
75 | CCCOc1ccc(CNC(=S)NCc2ccc(OC(C)C)cc2)cc1 | i | i
76 | CCOC(=O)c1sc(=S)n(C)c1NC(=O)c1cccc(Br)c1 | i | i
77 | CCC1CN(C(=O)N2CCC(C(=O)NCc3ccc(F)cc3)CC2)c2ccccc2O1 (configuration not stated) | i | i
78 | COc1ccccc1-c1cc(N)n(S(=O)(=O)c2ccc(F)c(C)c2)n1 | i | i
79 | CCN(CC)CCN(C(=O)c1cc2ccccc2cc1OC)c1nc2ccc(F)cc2s1 | i | i
80 | CN(C)CC/C=C1\c2ccccc2Sc2cc(F)c(Cl)cc21 | i | i
81 | CC(CN1CCN(C)CC1)OC(=O)c1cccc(F)c1 (configuration not stated) | i | i
82 | CSc1ccc(S(=O)(=O)N2CCC(C(=O)NCCCn3ccnc3)CC2)cc1 | i | i
83 | COc1ccc(-c2noc(CNC(=O)c3ccc4c(c3)OCO4)n2)cc1 | i | i
84 | CSc1ccc(/C=C2\NC(=O)NC2=O)cc1 | i | i
85 | COCc1nnc(NC(=O)CSCc2ccccc2)s1 | i | i
86 | O=C(O)CC(NC(=O)COc1ccc(Cl)cc1Cl)C(=O)O (configuration not stated) | i | i
87 | CCOCCCn1c(SCc2nc3ccccc3s2)nc2ccccc2c1=O | i | i
88 | O=C(c1cccc(F)c1)N1CCN(S(=O)(=O)Cc2ccccc2)CC1 | i | i
89 | O=C(NCc1ccc2c(c1)OCO2)c1cc(-n2cnnc2)ccc1Cl | i | i
90 | CCc1ccc(OCC(=O)NC(NC(=S)Nc2ccc(C)cc2C)C(Cl)(Cl)Cl)cc1 (configuration not stated) | i | i

Four entries from above, set out differently:
86	O=C(O)CC(NC(=O)COc1ccc(Cl)cc1Cl)C(=O)O (configuration not stated)
87	CCOCCCn1c(SCc2nc3ccccc3s2)nc2ccccc2c1=O
88	O=C(c1cccc(F)c1)N1CCN(S(=O)(=O)Cc2ccccc2)CC1
89	O=C(NCc1ccc2c(c1)OCO2)c1cc(-n2cnnc2)ccc1Cl
Screen / compound no. | 86 | 87 | 88 | 89
CHT allo act | i | i | i | i
CHT inh | i | i | i | i

(next part)
nr | SMILES | CHT allo act | CHT inh
91 | O=C(CNCC1CCCO1)N1CCCc2ccccc21 (configuration not stated) | i | i
92 | Cc1sc2nc(C)n(/N=C/c3ccccc3)c(=O)c2c1C | i | i
93 | NS(=O)(=O)c1ccc(NC(=S)NCCc2ccccc2)cc1 | i | i
94 | CCc1ccccc1-n1c(SCC(=O)N2CCCC2)nc2[nH]ncc2c1=O | i | i
95 | O=C(Cc1ccc(Nc2nc(=S)[nH]c3ccccc23)cc1)NC1CCCCC1 | i | i
96 | COCCOC(=O)C1=C(C)NC(=O)NC1c1ccc(OC(=O)c2ccco2)c(OC)c1 (configuration not stated) | i | i
97 | O=C(CSc1nnc(CN2CCOCC2)n1-c1ccccc1)Nc1ccc(Cl)cc1 | i | i
98 | C=CCn1c(CCNC(=O)c2ccccc2F)nnc1SCc1nc2ccccc2c(=O)[nH]1 | i | i
99 | Cc1ccc(NC(=O)N2CCCC2C(=O)Nc2ccc3c(c2)OCCO3)cc1 (configuration not stated) | i | i
100 | COc1ccc(OC)c(NC(=O)c2ccc(OC3CSC3)cc2)c1 | i | i
101 | O=C(NNC(=O)C12CC3CC(CC(Cl)(C3)C1)C2)c1csc(N2CCOCC2)n1 | i | i
102 | Cc1cc(N2CCN(S(=O)(=O)c3ccc(C)c(C)c3)CC2)c2ccccc2n1 | i | i
103 | O=C(Nc1ccc(F)cc1)C1CC(=O)N(Cc2ccco2)C1 (configuration not stated) | i | i
104 | CC(Oc1ccccc1Cl)C(=O)N(Cc1cccs1)C1CCS(=O)(=O)C1 (configuration not stated) | i | i
105 | S=c1[nH]ccn1-c1cccc(Cl)c1 | i | i
106 | COc1ccccc1N1CCN(C(=O)C2CCN(C(=O)c3ccccc3C)CC2)CC1 | i | i
107 | CCOC(=O)CC(=O)CSc1nc2c(cc1C#N)CCCCC2 | i | i
108 | COc1ccc(S(=O)(=O)N2CCN(c3ccccc3OC)CC2)cc1 | i | i
109 | O=C(NC(=S)NCc1ccco1)c1ccccc1 | i | i
110 | CC(C)(C)OC1NS(=O)(=O)OCC1NCOC(Cl)(Cl)Cl (configuration not stated) | i | i
111 | CCC1CCCCN1S(=O)(=O)c1ccc(NC(=O)CSc2ncccc2C(=O)O)cc1 (configuration not stated) | i | i
112 | Cc1c(C(=O)Nc2ccc(OCc3ccccc3)cc2)cccc1[N+](=O)[O-] | i | i
113 | CC1CCCCC1NC(=O)CN1CCC(NC(=O)c2cccc(F)c2)CC1 (configuration not stated) | i | i
114 | Clc1ccc(-c2nnc(C3CC3)o2)cc1 | i | i
115 | CC(C)(C)c1ccc(C(O)CCCN2CCC(C(O)(c3ccccc3)c3ccccc3)CC2)cc1 (configuration not stated) | i | i
116 | O=C(CSc1nc2ccncc2[nH]1)Nc1ccccc1C(F)(F)F | i | i
117 | Cc1nc(-c2ccc(Cl)cc2)sc1C(=O)CBr | i | i
118 | Cc1ccc([N+](=O)[O-])cc1NC(=S)NC(=O)c1ccco1 | i | i
119 | Cc1ccc(C(=O)NC2CCCCCC2)o1 | i | i
120 | O=C(NCc1cccs1)c1cc(-c2ccccn2)nc2ccc(Br)cc12 | i | i
121 | O=C(COc1ccc(S(=O)(=O)N2CCOCC2)cc1)N1CCc2ccccc2C1 | i | i
122 | C/C=C/C=C/C(=O)N1CC2(CC(c3cccc(NC(=O)/C=C/C)c3)=NO2)C[C@@H]1C(N)=O (some centres not stated) | i | i
123 | CN1CCN(CCCNC(=O)CCc2nnc3n(Cc4ccccc4Cl)c(=O)c4ccccc4n23)CC1 | i | i
124 | Cn1c(CCNC(=O)c2ccccc2)nc2ccccc21 | i | i
125 | CN1CCN(Cc2cccc(Oc3ccccc3)c2)CC1 | i | i
126 | O=C(CSc1nc2ccccc2c(=O)n1-c1ccccc1)NCC1CCCO1 (configuration not stated) | i | i
127 | CC(C)CCNC(=O)NC(=O)COC(=O)C1CCN(S(=O)(=O)c2ccccc2F)CC1 | i | i

Entries by screen from the list.
CHT allo act for entries 121–126 → i, i, i, i, i, i
CHT inh for entries 121–126 → i, i, i, i, i, i

Profiles, looked up by structure.
O=C(COc1ccc(S(=O)(=O)N2CCOCC2)cc1)N1CCc2ccccc2C1 across the screens: CHT allo act = i; CHT inh = i
CC(C)CCNC(=O)NC(=O)COC(=O)C1CCN(S(=O)(=O)c2ccccc2F)CC1 across the screens: CHT allo act = i; CHT inh = i

Compounds as they come, and some 1.4% of all compounds hit somewhere here.
